Screens as filed in PubChem.
PglD inh – PglD (C. jejuni) enzyme inhibition | purified PglD enzyme, DTNB colorimetric CoA detection | inhibition, % at 12.5 µM | 360,000 tested, 0.098% active; in the data active = inhibition above about 16%, passing the limit was not always enough; note: strong numbers were not always called active
E-sel inducer – induces E-selectin expression in human endothelial cells; P16581; HUVEC E-selectin immunofluorescence imaging; normalized: neutral wells 0, TNF-alpha wells 100; activation, % at 7.58 µM; 260,000 tested, 0.37% active; AID 686992;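 active = mean E-selectin-positive cell signal at least 10% of the positive control, reached in at least 60% of replicates, without over 20% cell loss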;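 note: in these data hits start at about 27%; measured in HUVEC primary endothelial cells; signal is the percent of cells scored E-selectin positive by PE staining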
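Assay system: HUVEC, human umbilical vein endothelial cells / Amount: 3,000 HUVEC/well / Controls: TNF-alpha positive control, DMSO neutral control / Compound dosing: single concentration / Medium: EGM-2 over gelatin coat / Evaluation: percent E-selectin-positive cells / Signal: immunofluorescence imaging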
Cneo AK release – Cryptococcus neoformans lysis via adenylate kinase release | AID 651654 | C. neoformans lysis, adenylate kinase release luminescence, 4 h; normalised: neutral wells 0, clomiphene wells 100 | 360,000 tested, 0.2% active | lysis activity, % at 15 µM;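 active = mean lysis activity across replicates of at least 80%, whatever share of replicates individually reach that level; inactive = mean lysis activity below 80%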
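Assay system: log-phase C. neoformans yeast / Quantity: yeast cell density of 5 × 10^6 cells/mL / Medium: fresh YPD growth medium / Compound: single dose / Timing: static 4 h at 37 °C with compound, 1 h detection / Measured by: adenylate kinase release luminescence / Read-out: lysis from increased AK signal / Benchmarks: Clomiphene as positive lysis control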
PGC1a acetyl inh – lowers PGC1a acetylation signal in U2OS cells. AID 651687. AlphaScreen anti-acetyl-lysine; with virally co-expressed GCN5 acetyltransferase. inhibition, % at 15.6 µM. 350,000 tested, 0.17% active;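 active = every replicate shows inhibition of at least 40%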;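 note: 0% = neutral control wells and 100% = positive control wells; some results beyond the cut were filed as inactive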
ERAP1 HTS inh – blocks human ERAP1 aminopeptidase activity | inhibition, % at 10.7 µM | recombinant ERAP1, Leu-AMC fluorescence, 60 min | 340,000 tested, 0.15% active | Q9NZ08;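 active = mean replicate inhibition of at least 30%, or all replicates individually reaching that 30% level; inactive = mean below 30% and not every replicate reaching it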;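 note: 0% = neutral control wells and 100% = L-leucinethiol positive control wells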
Target sequence (Q9NZ08 whole entry, looked up): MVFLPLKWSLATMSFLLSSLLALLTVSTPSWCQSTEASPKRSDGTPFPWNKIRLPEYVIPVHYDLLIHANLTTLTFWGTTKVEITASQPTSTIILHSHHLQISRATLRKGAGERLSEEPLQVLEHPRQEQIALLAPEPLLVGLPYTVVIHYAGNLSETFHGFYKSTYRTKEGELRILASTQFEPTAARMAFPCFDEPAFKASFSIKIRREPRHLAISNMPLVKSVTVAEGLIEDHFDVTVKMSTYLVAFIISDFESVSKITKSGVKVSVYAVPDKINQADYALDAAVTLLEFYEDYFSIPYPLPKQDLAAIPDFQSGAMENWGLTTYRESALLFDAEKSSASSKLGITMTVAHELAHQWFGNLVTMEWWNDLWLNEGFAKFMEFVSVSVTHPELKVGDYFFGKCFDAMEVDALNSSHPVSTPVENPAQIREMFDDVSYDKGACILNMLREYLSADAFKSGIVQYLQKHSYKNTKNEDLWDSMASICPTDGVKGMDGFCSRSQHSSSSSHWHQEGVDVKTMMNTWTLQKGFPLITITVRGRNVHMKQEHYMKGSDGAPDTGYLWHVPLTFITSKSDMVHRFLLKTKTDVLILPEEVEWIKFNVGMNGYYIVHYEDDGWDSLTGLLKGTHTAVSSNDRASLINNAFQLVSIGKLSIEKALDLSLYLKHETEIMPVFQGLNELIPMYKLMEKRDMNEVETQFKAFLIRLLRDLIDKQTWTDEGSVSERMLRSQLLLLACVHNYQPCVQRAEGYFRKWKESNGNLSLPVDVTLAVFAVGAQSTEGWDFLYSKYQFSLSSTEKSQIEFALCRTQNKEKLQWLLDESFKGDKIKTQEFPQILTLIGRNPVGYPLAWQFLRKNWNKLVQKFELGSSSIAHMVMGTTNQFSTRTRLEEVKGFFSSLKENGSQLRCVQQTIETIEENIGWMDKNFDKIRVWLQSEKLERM
RAD54 inh – RAD54 (human) branch migration inhibition. Q92698. RAD54 Holliday junction branch migration, FAM/BHQ fluorescence. inhibition, % at 10.4 µM. 360,000 tested, 0.14% active. AID 602329;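 active = mean normalized replicate activity at least 40 and at least half of replicates scoring 40 or more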;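 note: 0% = median of neutral control wells and 100% = median of positive control wells; inhibitors cause a drop in the FAM fluorescence signal; in these data hits start at about 50%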
RAD52 inh – RAD52 (human) annealing inhibition; recombinant RAD52 DNA annealing, FRET fluorescence; inhibition, % at 18.7 µM; 360,000 tested, 0.46% active; AID 651710;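 active = every replicate showing at least 50% inhibition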
miR-122 sensor – miR-122 inhibition in Huh7 cells | AID 602342 | 340,000 tested, 0.3% active | Huh7 miR-122 Renilla luciferase sensor, 48 h; neutral wells = 0, positive control = 100 | activation (reporter increase), % at 12.5 µM;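 active = mean replicate activation score at least 90 and every replicate individually at or above 90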;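 note: higher luciferase means less miR-122 activity so hits act as miR-122 inhibitors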
* marks the source's active call; other numbers are inactive results; · = no result given; & = joins results of further samples; [ ] = another dose, or the depositor's remark.

item	Molecule	PglD inh	E-sel inducer	Cneo AK release	PGC1a acetyl inh	ERAP1 HTS inh	RAD54 inh	RAD52 inh	miR-122 sensor
1	COCCCNC(=O)c1c(F)c(F)c(F)c(F)c1F	2	·	0	-5	·	0	·	50
2	COc1ccc(NC(=O)N(C)C[C@@H]2Oc3ccc(NC(=O)C4CC4)cc3CC(=O)N([C@@H](C)CO)C[C@H]2C)cc1	1	-0.4	0	-5	3	-1	-6	-5[16.7 µM]
3	CCN(CC)C(=O)c1ccc(NS(=O)(=O)c2ccc3[nH]c(=O)[nH]c3c2)cc1	2	-0.1	2	2	-1	-10	-5	·
4	CCCOc1ccc(N2C(=O)C/C(=C\c3ccccc3)C2=O)cc1	-3	·	-1	0	·	1	-15	0
5	CC1NC(=O)NC1CCCCCC(=O)NCCc1ccccc1 (stereo not given)	-3	·	9	1	-3	7	-22	1
6	N#Cc1nc(COc2ccccc2Cl)oc1N1CCCCCC1	-5	-1.3	-1	-10	5	4	-6	-1
7	COC(=O)CNC(=O)COC(=O)c1ccc(Cl)nc1	8	7.6	2	5	0	10	2	-5
8	CCC(C)(C)NC(=O)C(c1cccn1C)N(C(=O)Cn1nnc2ccccc21)c1ccc(NC(C)=O)cc1 (stereo not given)	·	·	·	-13	10	·	-3	5
9	CCOC(=O)CCP(=O)(O)C(O)(c1ccccc1)c1ccccc1	-13	·	4	8	·	-10	·	-3
10	CC(=O)N(CN1C(=O)C2CC=CCC2C1=O)c1cccc(Cl)c1 (stereo not given)	·	·	-2	-18	·	-2	·	3
11	O=C(CN1CCN(Cc2ccccc2)CC1)N/N=C/c1ccc(Br)s1	·	-1.4	·	3	0	·	-20	·
12	CCc1ccc([C@H]2C[C@H]3[C@H]4C(=O)N(c5ccccc5)C(=O)[C@H]4CC(=O)[C@@H]3CN2S(=O)(=O)c2ccc(C)cc2)cc1	5	·	-17	10	·	6	-21	-6
13	O=C(Nc1ccccc1N1CCN(c2ccc(F)cc2)CC1)C1CCCCC1	-5	·	-1	1	·	-7	·	4
14	c1ccc(CSc2nnc(-c3cccs3)o2)cc1	-3	·	-3	-5	·	6	·	1
15	COC(=O)c1cn(NC(=O)C2CCCCC2)c(=O)c2ccccc12	-5	·	0	12	·	3	·	5
16	COc1ccc(C(=O)NC(=S)NNC(=O)c2ccc3ccccc3n2)cc1	0	-0.3	4	3	·	0	-8	·
17	COc1cccc(NC(=O)COC(=O)COc2cccc3c2OC(C)(C)C3)c1	-3	-0.6	-2	·	-1	-5	-11	-5
18	CN1C(=O)c2cc(NC(=O)C3CCC3)ccc2OC[C@@H]2O[C@H](CC(=O)NCc3ccccc3F)CC[C@@H]21	·	0.0	·	4	1	·	2	·
19	COc1ccc(-c2nn(-c3ccccc3)cc2C(=O)NCCCn2ccnc2)cc1	-2	·	-1	5	-1	3	4	3
20	Cc1nc(C)c(-c2csc(NCc3ccco3)n2)s1	0	·	-3	-5	-1	-10	-12	-7

The closing 3 compounds of the section above lead into the next.
item	Molecule	PglD inh	E-sel inducer	Cneo AK release	PGC1a acetyl inh	ERAP1 HTS inh	RAD54 inh	RAD52 inh	miR-122 sensor
18	CN1C(=O)c2cc(NC(=O)C3CCC3)ccc2OC[C@@H]2O[C@H](CC(=O)NCc3ccccc3F)CC[C@@H]21	·	0.0	·	4	1	·	2	·
19	COc1ccc(-c2nn(-c3ccccc3)cc2C(=O)NCCCn2ccnc2)cc1	-2	·	-1	5	-1	3	4	3
20	Cc1nc(C)c(-c2csc(NCc3ccco3)n2)s1	0	·	-3	-5	-1	-10	-12	-7
21	COC(=O)c1ccccc1NC(=O)CCn1c(=O)oc2ccccc21	-9	-0.3	0	-2	-3	3	-43	-3
22	Cc1ccc2nc(N(CCN(C)C)C(=O)C3CCN(S(=O)(=O)c4cccs4)CC3)sc2c1	8	·	2	-15	1	11	-6	2
23	Cc1ccc(S(=O)(=O)N(C)C[C@H]2Oc3ccc(NC(=O)Nc4ccc(F)cc4)cc3CC(=O)N([C@H](C)CO)C[C@@H]2C)cc1	4	0.1	-3	1	-3	4	-16	-12[16.7 µM]
24	O=C(NCc1ccccc1)C(c1cccs1)N(C(=O)c1csnn1)C1CC1 (stereo not given)	-5	·	-1	-1	·	1	·	3
25	Cc1ccc2c(c1)cc(CN(Cc1ccco1)S(=O)(=O)c1ccccc1)c1nnnn12	-3	·	3	2	·	-1	·	5
26	Cc1ccc(NC(=O)CCC(=O)N2CCOc3ccccc32)c(Cl)c1	-2	0.3	1	-16	-6	-1	-3	3
27	O=C(COC(=O)c1ccc(O)cc1)Nc1cc(S(=O)(=O)N2CCOCC2)ccc1Cl	0	0.5	-3	3	3	-3	-16	0
28	C[C@H](CO)N1C[C@H](C)[C@@H](CN(C)C(=O)Cc2ccccc2)OCCCC[C@H](C)Oc2ccc(NC(=O)CCC(F)(F)F)cc2C1=O	-4	·	2	0	·	-6	·	17[16.7 µM]
29	O=C(NCC[C@@H]1CC[C@H](NC(=O)C2CCC2)[C@H](CO)O1)c1cnccn1	5	-1.0	15	8	-6	4	11	·
30	CC(C)(NO)/C(=N/O)c1cccs1	0	·	-1	-23	·	0	·	3
31	CCC1(c2ccccc2)NC(=O)N(CC(=O)Nc2nnc(C3CC3)s2)C1=O (stereo not given)	7	0.2	-1	·	-4	-3	-15	·
32	COc1cc(/C=N/NC2=NS(=O)(=O)c3ccccc32)cc(OC)c1OC	-2	0.0	1	0	3	13	-4	-1
33	Cc1ccc(-c2nc3ccc(Br)cn3c2Cc2cccc(Cl)c2)cc1	2	-1.9	1	9	3	-1	-91	-2
34	CCCOc1ccc(N2C(=O)CC(N3CCN(c4ccc([N+](=O)[O-])cc4)CC3)C2=O)cc1 (stereo not given)	0	0.2	-6	20	-2	2	-14	-3
35	COc1ccc(NC(=O)C2CC2)cc1S(=O)(=O)N1CCOCC1	0	-0.7	-1	7	1	-16	3	-10
36	CCOC(=O)c1c(C)c(C(=O)NC2CCCCCC2)c(C)n1C	-4	·	6	5	·	6	·	0
37	Nc1nc(N)c2cc(Sc3cccc(C(F)(F)F)c3)ccc2n1	0	-0.6	-1	27	-10	-13	-9	·
38	COC(=O)C1Cc2ccccc2CN1S(=O)(=O)c1ccc(C)cc1 (stereo not given)	3	·	0	·	-2	0	-10	3
39	O=C(c1ccc2ccccc2c1)N1CCN(c2ccccn2)CC1	5	0.4	10	11	14	0	2	-5
40	CC(=C/c1ccccc1)/C=N/NC(=O)c1cc(C)oc1C	1	·	2	15	-1	-3	-16	0
41	Cn1c(-c2ccc(Cl)nc2)nc2cc(Cl)ccc21	8	0.6	0	21	0	-5	-9	-10
42	C[C@@H]1CN([C@@H](C)CO)C(=O)Cc2cc(NS(=O)(=O)c3ccccc3)ccc2O[C@H]1CN(C)S(=O)(=O)c1cn(C)cn1	-1	-0.5	-2	-7	-2	1	-5	-3[16.7 µM]
43	C[C@@H]1CN([C@H](C)CO)C(=O)c2cc(NS(=O)(=O)c3ccc(Cl)cc3)ccc2O[C@H]1CN(C)C(=O)Nc1cccc2ccccc12	-2	0.1	1	-29	4	4	5	0[16.7 µM]
44	CCOc1ccc(NC(=O)CC2SC(=O)N(c3ccccc3)C2=O)cc1 (stereo not given)	·	0.3	·	5	-5	·	4	-4
45	Cc1cccc(N(CC(=O)NC2CCCC2)C(=O)c2nsc(Cl)c2Cl)c1C	·	·	·	-2	1	·	-12	-7
46	COc1ccc(CN2CCN(CC(=O)Nc3ccccc3C(=O)NC3CC3)CC2)cc1F	0	-2.4	-2	1	-13	-2	-6	-9
47	Cc1ccc(C(=O)N/C(=C/c2ccccc2F)C(=O)NCCCn2ccnc2)cc1	-2	·	4	-10	-4	1	1	22
48	COc1ccc(-c2cc(C(=O)Nc3ccccc3SC)no2)cc1	-1	·	-4	1	·	-6	·	-2
49	O=C(C[C@H]1C=C[C@@H](NC(=O)c2cccc(F)c2)[C@@H](CO)O1)Nc1nccs1	5	-0.1	-24	0	-1	-4	-18	·
50	Cc1cccc(Cn2c(C(=O)OC(C)C)cc3c2ccn3C)c1	-3	·	4	·	·	-10	·	-5
51	COc1ccc(S(=O)(=O)N[C@H]2C=C[C@@H](CC(=O)N3CCc4ccccc4C3)O[C@H]2CO)cc1	0	-0.5	55	-1	-1	0	-3	3[16.7 µM]
52	C[C@@H]1CN([C@H](C)CO)C(=O)c2cccc(NC(=O)NC3CCCCC3)c2O[C@H]1CN(C)Cc1ccccc1	1	-0.3	-5	-28	-1	-4	-10	13[16.7 µM]
53	Cc1sc2ncnc(SCC(=O)NC(C)(C)C)c2c1C	-1	13	2	-4	-1	-4	-11	-3
54	COC(=O)c1cc(CNC(=O)c2ccc(N3CCCC3)c([N+](=O)[O-])c2)ccc1OC	14	-1.1	-1	·	-1	-5	-15	·
55	CCOc1cc2c(cc1C=O)OC(C)C2 (stereo not given)	-1	·	0	-1	4	2	-8	-7
56	C[C@@H]1CN([C@H](C)CO)C(=O)c2cc(NC(=O)Nc3ccc4c(c3)OCO4)ccc2O[C@@H]1CN(C)S(=O)(=O)c1ccc(Cl)cc1	-2	0.3	3	-7	-2	-6	-1	86[16.7 µM]
57	O=C(OCc1c(-c2ccccc2)ncc2ccccc12)N1CCOCC1	2	-0.2	-2	·	0	-7	24	·
58	O=C(C[C@H]1C/C=C\C[C@H](NC(=O)OCC2c3ccccc3-c3ccccc32)C(=O)OC[C@H](Cc2ccccc2)NC1=O)N[C@H](CO)Cc1ccccc1	4	0.5	6	-6	·	2	·	52
59	CCCC#Cc1ccc([C@@H]2[C@@H](CO)N3C(=O)CN(C(=O)c4ccc(F)cc4)C[C@@H]23)cc1	·	0.6	·	-4	0	·	-12	·
60	CCC(C)(C)NC(=O)Cn1c(-c2ccc(C)cc2)noc1=O	-4	0.2	5	-12	2	3	-9	9
61	O=C(CCCC(=O)c1ccccc1)NCc1ccccc1	6	0.4	0	5	-2	-16	-7	-15
62	O=C(c1ccccc1F)N(Cc1ccccc1)C1CCS(=O)(=O)C1 (stereo not given)	-2	·	0	-9	·	-5	·	-2
63	Cc1ccccc1C(=O)Nc1ccnn1C1CCN(Cc2cccnc2)CC1	-1	-0.1	1	·	1	-5	-13	·
64	C[C@]12C=CC(=O)C=C1CC[C@@H]1[C@@H]2C(=O)C[C@@]2(C)[C@H]1CC[C@]2(O)C(=O)CO	-2&-1	0.4	3&0	1	-2&0	-1&4	1&-7	-4&-2
65	C/C=C/c1ccc([C@@H]2[C@@H](CO)N3C(=O)CN(S(=O)(=O)c4ccccc4)C[C@H]23)cc1	·	0.1	·	-9	1	·	-13	·
66	Cc1cc(=O)oc(C)c1C(=O)NCc1ccc(F)cc1	-6	·	-5	9	·	3	·	-6
67	CSc1cc(-c2ccc(Cl)cc2)c(C(=O)NC(C)C)s1	-6	·	0	-10	·	2	·	1
68	COC(=O)CC1(C(=O)OC)Oc2ccc(Br)cc2C(=O)N1c1cc(Cl)cc(Cl)c1 (stereo not given)	·	5.0	·	0	3	·	-2	·
69	NC(=O)c1cccnc1OCC(F)(F)F	0	-2.1	3	5	3	-16	0	-4
70	COc1ccc2c3c(n(C)c2c1)[C@H](CO)N(Cc1ccccc1Cl)CC31CCN(C(C)=O)CC1	·	-0.3	·	-2	-6	·	-127	·
71	c1ccc(CCn2nnnc2C(c2cccnc2)N2CCOCC2)cc1 (stereo not given)	0	1.3	0	3	-4	-8	-13	2
